High-throughput results deposited in PubChem BioAssay by IUPUI and University of Michigan.
ST2 inh = inhibitors of human ST2 (IL1RL1) binding to IL-33, primary screen, biochemical, AlphaLISA; AlphaLISA ST2-Fc/biotin-IL-33 interaction, 1 h; inhibition, % for hits at 17 µM; hit rate 2.3% among 78,000; in the data active means inhibition above about 30%; inconclusive means mostly about 10% to 28%
Target sequence (Q01638 whole entry, looked up): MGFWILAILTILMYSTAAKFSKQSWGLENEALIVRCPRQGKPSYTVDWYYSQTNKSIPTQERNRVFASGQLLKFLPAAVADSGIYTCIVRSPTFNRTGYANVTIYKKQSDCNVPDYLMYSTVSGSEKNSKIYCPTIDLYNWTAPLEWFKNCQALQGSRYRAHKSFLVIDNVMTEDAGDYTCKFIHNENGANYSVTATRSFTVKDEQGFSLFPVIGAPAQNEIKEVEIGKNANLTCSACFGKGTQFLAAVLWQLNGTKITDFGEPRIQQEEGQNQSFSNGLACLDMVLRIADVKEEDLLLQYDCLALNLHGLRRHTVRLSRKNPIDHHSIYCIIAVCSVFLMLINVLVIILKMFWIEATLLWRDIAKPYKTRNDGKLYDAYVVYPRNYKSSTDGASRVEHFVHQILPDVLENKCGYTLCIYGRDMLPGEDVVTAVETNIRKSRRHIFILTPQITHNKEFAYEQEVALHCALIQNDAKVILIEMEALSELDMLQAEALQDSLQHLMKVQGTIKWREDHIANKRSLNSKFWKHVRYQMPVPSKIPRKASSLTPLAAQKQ
* = called active by the depositor.

The first 19 compounds (preview)
`CCOc1cc2c(cc1OCC)C1C(C(=O)N3CCCCC3CC)c3ccccc3C(=O)N1CC2` (centres undefined) gave ST2 inh inactive.
Cn1c(SCc2nc3ccccc3n2CC(N)=O)nc2ccccc21 was read as ST2 inh inactive.
Screening COc1ccc(C2=CC(c3ccccc3)n3nnnc3N2)cc1 (centres undefined) returned ST2 inh inactive.
`CC(C)C(=O)N1c2ccccc2NC2=C(C(=O)CCC2)C1c1ccc(Cl)c(Cl)c1` (centres undefined) gave ST2 inh inconclusive.
For CC(=O)Nc1ccc(C(=O)CSc2n[nH]c(-c3ccco3)n2)cc1 the results were ST2 inh inactive.
Screening COc1nc(N)nc(C(C)(C)C)n1 returned ST2 inh inactive.
Screening NC1C=CC=C(C(=O)O)C1 (centres undefined) returned ST2 inh inactive.
Screening CC(C)Oc1ccc(C(=O)N2CCN=C2SCc2ccccc2F)cc1 returned ST2 inh inactive.
`O=C1c2ccccc2C(O)(Cc2ccccc2)N1CCCN1CCOCC1` (centres undefined) gave ST2 inh inactive.
COCCNC(=O)[C@@H](C)[C@@H]1CC[C@@]2(C)CC[C@H](NC(=O)Cc3ccccc3)[C@@H](C)[C@@H]2[C@H]1O was read as ST2 inh inactive.
Screening COc1cccc(F)c1-c1ccc(C(=O)NC(C)(C)C)o1 returned ST2 inh inactive.
Screening COc1ccccc1C(CCN)C1CCOC(C)(C)C1 (centres undefined) returned ST2 inh inactive.
C=CCn1c(SCc2nc3ccccc3[nH]2)nnc1-c1ccco1 was read as ST2 inh inconclusive.
`Cc1nn(Cc2ccc(Cl)c(Cl)c2)c(C)c1NC(=O)c1cc(-c2ccco2)on1` gave ST2 inh inactive.
For CCCCN(c1ccccc1)S(=O)(=O)c1cccc2nsnc12 the results were ST2 inh inconclusive.
COc1cc(C(=O)O)c(C2Oc3ccccc3C3CC(c4ccccc4)=NN32)cc1OC (centres undefined) was read as ST2 inh inactive.
Screening O=C(CCc1nc2sc3c(c2c(=O)[nH]1)CCCC3)NCCc1ccc(Cl)cc1 returned ST2 inh inconclusive.
Screening NC(=O)c1cccc(CC2CCN(C(=O)Cn3nc4ccccc4n3)C2)c1 (centres undefined) returned ST2 inh inactive.
`Cc1ccc(OCCCOc2ccc(/C=C3/C(=N)N4C=CSC4=NC3=O)cc2)cc1C` gave ST2 inh inconclusive.

All compounds of this part, from the first entry:
`CCOc1cc2c(cc1OCC)C1C(C(=O)N3CCCCC3CC)c3ccccc3C(=O)N1CC2` (centres undefined) gave ST2 inh inactive.
Cn1c(SCc2nc3ccccc3n2CC(N)=O)nc2ccccc21 was read as ST2 inh inactive.
Screening COc1ccc(C2=CC(c3ccccc3)n3nnnc3N2)cc1 (centres undefined) returned ST2 inh inactive.
`CC(C)C(=O)N1c2ccccc2NC2=C(C(=O)CCC2)C1c1ccc(Cl)c(Cl)c1` (centres undefined) gave ST2 inh inconclusive.
For CC(=O)Nc1ccc(C(=O)CSc2n[nH]c(-c3ccco3)n2)cc1 the results were ST2 inh inactive.
Screening COc1nc(N)nc(C(C)(C)C)n1 returned ST2 inh inactive.
Screening NC1C=CC=C(C(=O)O)C1 (centres undefined) returned ST2 inh inactive.
Screening CC(C)Oc1ccc(C(=O)N2CCN=C2SCc2ccccc2F)cc1 returned ST2 inh inactive.
`O=C1c2ccccc2C(O)(Cc2ccccc2)N1CCCN1CCOCC1` (centres undefined) gave ST2 inh inactive.
COCCNC(=O)[C@@H](C)[C@@H]1CC[C@@]2(C)CC[C@H](NC(=O)Cc3ccccc3)[C@@H](C)[C@@H]2[C@H]1O was read as ST2 inh inactive.
Screening COc1cccc(F)c1-c1ccc(C(=O)NC(C)(C)C)o1 returned ST2 inh inactive.
Screening COc1ccccc1C(CCN)C1CCOC(C)(C)C1 (centres undefined) returned ST2 inh inactive.
C=CCn1c(SCc2nc3ccccc3[nH]2)nnc1-c1ccco1 was read as ST2 inh inconclusive.
`Cc1nn(Cc2ccc(Cl)c(Cl)c2)c(C)c1NC(=O)c1cc(-c2ccco2)on1` gave ST2 inh inactive.
For CCCCN(c1ccccc1)S(=O)(=O)c1cccc2nsnc12 the results were ST2 inh inconclusive.
COc1cc(C(=O)O)c(C2Oc3ccccc3C3CC(c4ccccc4)=NN32)cc1OC (centres undefined) was read as ST2 inh inactive.
Screening O=C(CCc1nc2sc3c(c2c(=O)[nH]1)CCCC3)NCCc1ccc(Cl)cc1 returned ST2 inh inconclusive.
Screening NC(=O)c1cccc(CC2CCN(C(=O)Cn3nc4ccccc4n3)C2)c1 (centres undefined) returned ST2 inh inactive.
`Cc1ccc(OCCCOc2ccc(/C=C3/C(=N)N4C=CSC4=NC3=O)cc2)cc1C` gave ST2 inh inconclusive.
Cc1ccc2ccc(C(Nc3ccccn3)c3ccc(N(C)C)cc3)c(O)c2n1 (centres undefined) was read as ST2 inh 41%*.
Screening CCCOc1ccc2oc(=O)c3c(c2c1)CCCN3C(=O)CN1CCC(C(=O)OCC)CC1 returned ST2 inh inconclusive.
`CC(C)CCNC(=O)C(NS(=O)(=O)c1cccc2nsnc12)C(C)C` (centres undefined) gave ST2 inh inactive.
O=C(NC[C@H]1O[C@@H](CO)[C@@H](O)[C@H]1N1CCN(c2ccccc2)CC1)c1ccc(C(F)(F)F)cc1 was read as ST2 inh inactive.
Cc1cc(NC(=O)C(NC(=O)C2CCC(C)CC2)C(C)C)ccc1Br (centres undefined) was read as ST2 inh inactive.
`C=CCn1c(SCC(=O)Nc2ccccc2F)nnc1-c1ccc(OC)cc1` gave ST2 inh inconclusive.
Screening CC(=O)N1c2c(cc(Br)cc2S(=O)(=O)Nc2ccc(C(C)C)cc2)CC1C (centres undefined) returned ST2 inh inactive.
`CC(C)c1cc(C2CCN(C(=O)CN3CCOC3=O)CC2)[nH]n1` gave ST2 inh inconclusive.
Cc1cccn2c(=O)c3cc(C(=O)NCc4ccccc4)n(C)c3nc12 was read as ST2 inh inconclusive.
`CCOC(=O)c1c(C)oc2ccc(OC(C)C(=O)O)cc12` (centres undefined) gave ST2 inh inactive.
For CCN(CC)c1ncnc2c1[nH]c1ccc(C)cc12 the results were ST2 inh inactive.
Screening Oc1cc(-c2nc3ccccc3o2)c(O)cc1-c1nc2ccccc2o1 returned ST2 inh inconclusive.
`CC(C)COC(=O)Oc1c(Cl)cc2oc(=O)sc2c1[N+](=O)[O-]` gave ST2 inh inactive.
For CC(C(=O)N1c2ccccc2C(Nc2ccccc2)CC1C)N1C(=O)c2ccccc2C1=O (centres undefined) the results were ST2 inh inactive.
For CSc1ccc(-c2nc(SCC(=O)Nc3nccs3)c(-c3ccccc3)[nH]2)cc1 the results were ST2 inh inactive.
Cc1cccc(N2CCN(C(=O)c3cccn4c(=O)c5c6c(sc5nc34)CCCC6)CC2)c1C was read as ST2 inh inactive.
For Cn1c(=O)oc2ccc(C(=O)N3CCC4(CCCNC4)C3)cc21 (centres undefined) the results were ST2 inh inactive.
Screening COc1ccccc1CNC(=O)CN(C)C(C)c1nccs1 (centres undefined) returned ST2 inh inconclusive.
`C=CCOc1ccc(C=Nc2ccc(Br)cc2)c(O)c1` gave ST2 inh inconclusive.
For Fc1ccc(CN2CCc3ccccc3C2)cc1Br the results were ST2 inh inconclusive.
`Cc1cccc2oc(-c3cc(N=Cc4ccc([N+](=O)[O-])cc4)ccc3O)nc12` gave ST2 inh 30%*.
`Cc1[nH]c2ccc(CN3C(=O)c4ccccc4C3=O)cc2c1C` gave ST2 inh inconclusive.
Screening O=c1c(CN2CCN(C/C=C/c3ccccc3)CC2)coc2ccccc12 returned ST2 inh inactive.
Screening O=C(CN1CCCN(Cc2cccc(F)c2)S1(=O)=O)Nc1cccc(Cl)c1 returned ST2 inh inactive.
For CCS(=O)(=O)Nc1ccc(C(=O)N2CCC(COC)C2)cc1 (centres undefined) the results were ST2 inh inactive.
For Cc1cc(N2CCC(C)CC2)nc2ccc(NC(=O)c3cncc(Br)c3)cc12 the results were ST2 inh inconclusive.
Screening O=C(Nc1cnc2n1CCCC2)c1ccc(CSc2ncccn2)o1 returned ST2 inh inactive.
Screening OC(CN1CCCCC1)CN(c1ccccc1)c1ccccc1 (centres undefined) returned ST2 inh inactive.
COc1ccc(Nc2cc(C)nc(N3CCN(S(=O)(=O)c4ccc(Oc5ccccc5)cc4)CC3)n2)cc1 was read as ST2 inh inconclusive.
Screening Nc1ccc(-c2nccc(CCC(F)(F)F)n2)cn1 returned ST2 inh inconclusive.
For Cc1[nH]c(=O)c(C#N)c(C)c1CSc1ncccn1 the results were ST2 inh inactive.
For Cc1ccc(S(=O)(=O)CCSc2cccc(C(=O)Nc3ccccc3)c2)cc1 the results were ST2 inh inactive.
`CCn1cc(C(=O)NCCCN2CCCC2)c(=O)c2cc(S(=O)(=O)N3CCOCC3)ccc21` gave ST2 inh inactive.
COc1ccc(CN2CC[C@H](c3nnc(-c4ccccc4)o3)C2)cc1 was read as ST2 inh inactive.
For CCCS(=O)(=O)N1CCCC(C(=O)N2CCC(C(N)=O)CC2)C1 (centres undefined) the results were ST2 inh inactive.
For Cc1ccccc1C(C(=O)NCCc1nc2ccccc2[nH]1)N(C)C (centres undefined) the results were ST2 inh inactive.
`CCCCn1c(C(C)NC(=O)CCC)nc2ccccc21` (centres undefined) gave ST2 inh inactive.
Screening Cc1ccc(C2=N/C(=C\c3ccccc3)C(=O)O2)cc1[N+](=O)[O-] returned ST2 inh inactive.
Screening Cc1c(Br)cc(C(=O)NCCCN2CCOCC2)c(C)c1C returned ST2 inh inactive.
Screening Cc1noc(C)c1-c1ccc(Cl)c(Cl)c1 returned ST2 inh 49%*.
`CSCCC(NC(=O)C1CCC(C)CC1)C(=O)N1CCN(c2ccccn2)CC1` (centres undefined) gave ST2 inh inconclusive.
`CCOc1ccc(-n2c(SCC(=O)N3CCC(C)CC3)nc3c(c2=O)SCC3)cc1` gave ST2 inh inactive.
COc1ccccc1C1CCCN1C(=O)c1cn(Cc2cccc(Cl)c2)nn1 (centres undefined) was read as ST2 inh inactive.
For COc1ccc(C(=O)NC2CCCc3c2cnn3-c2cc(F)cc(F)c2)c(OC)n1 (centres undefined) the results were ST2 inh inactive.
For O=C(c1cccc(Cl)c1)N1CCC(C(=O)N2CCN(Cc3ccccc3)CC2)CC1 the results were ST2 inh inactive.
For CC(=O)N1c2c(cc(Br)cc2S(=O)(=O)NC2CCCCCC2)CC1C (centres undefined) the results were ST2 inh inconclusive.
Screening COc1ccccc1C(=O)N/C(=C\c1ccc2c(c1)OCO2)C(N)=O returned ST2 inh inactive.
Screening Cc1cc(C)cc(NC(=O)CC(=O)N(Cc2ccc3c(c2)OCO3)C2CC2)c1 returned ST2 inh inactive.
Cc1nc(SCCNc2nncc(-c3cccc4ccccc34)n2)n[nH]1 was read as ST2 inh inconclusive.
For Nc1nccc(N2CC[C@@H](N3CCOCC3)[C@H](O)C2)n1 the results were ST2 inh inconclusive.
`Fc1ccccc1OCCCOc1ccccc1F` gave ST2 inh inactive.
For COc1cc(NC(=O)c2ccncc2)cc(OC)c1 the results were ST2 inh inconclusive.
COc1ccc(NC(=O)CNS(=O)(=O)c2cccs2)c(OC)c1 was read as ST2 inh inactive.
`O=C(COc1ccc(Cl)cc1Cl)N[C@H]1C[C@H]2C(=O)NCC(=O)N2C1` gave ST2 inh inactive.
Screening O=C(O)c1ccccc1C1CCN(C(=O)c2ccccc2-c2ncn[nH]2)C1 (centres undefined) returned ST2 inh inactive.
COc1cccc(C(C)N(C)C(=O)c2coc(COc3cccc(F)c3F)n2)c1 (centres undefined) was read as ST2 inh inactive.
CCN1CCN(S(=O)(=O)c2ccc(Br)cc2)CC1 was read as ST2 inh inconclusive.
`O=C1CC(N2CCCCCCC2)C(=O)N1c1ccc(Br)cc1` (centres undefined) gave ST2 inh inactive.
`O=C(NCCCO)/C(=C/c1ccc2c(c1)OCO2)NC(=O)c1ccc(Br)cc1` gave ST2 inh inactive.
Cc1ccc(-c2nnc([C@H]3CCN(Cc4ccc(N(C)C)cc4)C3)o2)cc1 was read as ST2 inh inactive.
Screening Cc1nsc(NC(=O)N2CCCC(COc3ccccc3C)C2)n1 (centres undefined) returned ST2 inh inconclusive.
Clc1ccccc1C1CC(c2ccccc2)Nc2ncnn21 (centres undefined) was read as ST2 inh inactive.
`CCOc1cc(/C=C2/NC(=O)NC2=O)cc(Cl)c1OCc1ccccc1F` gave ST2 inh inconclusive.
Screening CCN(CC)CCCN1C(=O)C(=O)C(=C(O)c2ccccc2)C1c1ccc(C)o1 (centres undefined) returned ST2 inh inactive.
For COc1ccc(Nc2cc(C)nc(N3CCN(S(=O)(=O)c4cccc(Cl)c4)CC3)n2)cc1 the results were ST2 inh inactive.
For Cc1cccc(CSC2=NCCN2C(=O)c2c(F)cccc2F)c1 the results were ST2 inh inactive.
`CC(C)=CCc1cc(C(=O)O)ccc1O` gave ST2 inh inactive.
`COCCNC(=O)c1cc(N2CCCN(C)CC2)ccn1` gave ST2 inh inconclusive.
For N=c1c2c(-c3ccccc3)c(-c3ccccc3)n(Cc3ccco3)c2ncn1Cc1ccco1 the results were ST2 inh 31%*.
`CCCN1C(=O)C(=O)c2cc(Br)ccc21` gave ST2 inh inactive.
`Cc1ccc(S(=O)(=O)c2nc(-c3cccc(Cl)c3)oc2N2CCOCC2)cc1` gave ST2 inh inconclusive.
COc1cccc(CNC(=O)C2=C(C)C(=O)OC23CCN(S(=O)(=O)c2cccs2)CC3)c1 was read as ST2 inh inactive.
`COc1c(F)cc(C(=O)N2CCC(c3ccc(C(=O)O)cc3)C2)cc1F` (centres undefined) gave ST2 inh inconclusive.
Screening O=C(c1ccco1)N1CCN(Cc2cn[nH]c2-c2cc3ccccc3o2)CC1 returned ST2 inh inactive.
Screening Cc1noc(CSCC(=O)Nc2cc3c(C)cc(=O)oc3cc2C)n1 returned ST2 inh inactive.
For CCOC(=O)CSc1nc2cc(OCC)ccc2n1C the results were ST2 inh inactive.
`C/C=C1/[C@H](O[C@@H]2O[C@H](CO)[C@@H](O)[C@H](O)[C@H]2O)OC=C(C(=O)OC)[C@H]1CC(=O)OCCc1ccc(O)c(O)c1` gave ST2 inh inconclusive.

A portion of the library. The share of hits here may be higher or lower than overall.
